# Bioassay records: PubChem, several laboratories
# MITF act = MITF TRPM1 promoter activation in melanoma cells | AID 588334 | 300,000 tested, 0.75% active | activation, % at 12.5 µM | SK-MEL-5 TRPM1-promoter luciferase, 24 h; % of positive control, neutral wells = 0;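 active = mean activation of at least 80% with every replicate also reaching 80%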;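 note: 0% = neutral control wells and 100% = parthenolide positive control wells; values of inactives mirror those of a sister screen read the other way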
# CAL PDZ FP-1 = inhibitors of human CAL PDZ peptide binding; 300,000 tested, 0.92% active; AID 602252; Q9HD26; inhibition, % at 24.9 µM; purified CAL PDZ, TMR-peptide fluorescence polarization, 1 h;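 active = mean inhibition of at least 30% with at least half of replicates also reaching 30%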;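 note: 0% = DMSO neutral control and 100% = excess unlabeled competitor peptide PRC23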
# CAL PDZ FP-2 = blocks peptide binding to human CAL PDZ domain. 330,000 tested, 0.02% active. AID 504414. Q9HD26. inhibition, % at 20 µM. purified CAL PDZ, TMR-peptide fluorescence polarization, 1 h;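 active = highest replicate inhibition of at least 40%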;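 note: plate controls were DMSO neutral control wells for no effect and unlabeled competitor peptide control wells for full effect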
#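 System: tagged CAL PDZ domain. Schedule: 1 h room-temperature incubation prior to read. Signal: fluorescence polarization (mP). Measure: percent inhibition from loss of millipolarization.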
# dFosB activator = mouse delta FosB homodimer activation; purified delta FosB, TAMRA-CDK5 oligo fluorescence polarization; percent of positive-control signal above neutral wells; 340,000 tested, 0.99% active; P13346; activation, % at 25 µM;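 active = mean activation above about 17%, with every replicate also reaching it, limit read from the data, passing the limit was not always enough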;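 note: fluorescence polarization rise as delta FosB binds a TAMRA Cdk5 AP-1 oligo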
# cardiac RTF act = increases calcium sensitivity of human cardiac regulated thin filaments; P19429+P45379; IANBD-labeled TnC RTF fluorescence at EC20 calcium; 0% EC20 calcium, 100% full calcium; activation, % at 7.2 µM; 340,000 tested, 0.24% active;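 active = activation above the mean over all tested compounds plus 3 SD, cut at about 30% in these data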;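 note: rise in fluorescence read as greater calcium sensitivity of cardiac thin filaments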
# CDK5 inh = blocks human CDK5/p35 kinase activity | inhibition, % at 10 µM | Q00535+Q15078 | Recombinant CDK5/p35, ADP-Glo luminescence, 60 min | 330,000 tested, 0.01% active;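 active = highest replicate inhibition of at least 50% and at least 75% of replicates reaching 50%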;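 note: plate controls were DMSO neutral control for no effect and GW8510 at 10 µM for full effect; many of its hits are not listed in these tables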
# Target sequence (Q00535 whole entry, looked up): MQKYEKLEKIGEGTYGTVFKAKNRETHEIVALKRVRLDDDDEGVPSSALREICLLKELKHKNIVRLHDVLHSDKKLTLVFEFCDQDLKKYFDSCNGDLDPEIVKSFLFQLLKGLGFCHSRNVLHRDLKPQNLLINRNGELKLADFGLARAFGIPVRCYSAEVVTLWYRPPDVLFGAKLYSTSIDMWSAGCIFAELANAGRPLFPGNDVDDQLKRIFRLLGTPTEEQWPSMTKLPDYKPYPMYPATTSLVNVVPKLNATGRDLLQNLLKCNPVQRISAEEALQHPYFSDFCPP
# Target sequence (Q15078 whole entry, looked up): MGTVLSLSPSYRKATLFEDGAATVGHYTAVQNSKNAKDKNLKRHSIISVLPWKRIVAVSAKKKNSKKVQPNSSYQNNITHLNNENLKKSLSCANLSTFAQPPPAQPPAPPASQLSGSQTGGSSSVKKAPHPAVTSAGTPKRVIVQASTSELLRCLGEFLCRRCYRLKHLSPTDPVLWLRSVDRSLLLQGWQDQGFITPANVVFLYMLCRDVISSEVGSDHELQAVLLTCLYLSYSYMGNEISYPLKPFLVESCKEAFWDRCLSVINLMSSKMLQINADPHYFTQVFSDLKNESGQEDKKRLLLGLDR
# V-ATPase pH = yeast V-ATPase proton transport regulation by pHLuorin; S. cerevisiae, pHLuorin cytosolic pH fluorescence; response, % at 10 µM; 350,000 tested, 0.37% active; in the data active = response mostly above about 7.3%, no sharp cut-off; inactive = mostly below about 5.4%; note: actives read high; inactives centre near 0; some compounds called inactive have numbers as strong as hits; reference of the scale not given here
# Wnt act = activates Wnt/beta-catenin signaling in a reporter cell assay | activator, plate reader | activation, % at 9.35 µM | 300,000 tested, 1.2% active | AID 743398; in the data active = activation above about 30%, passing the limit was not always enough;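 note: 0% = neutral control wells and 100% = positive control wells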
# Rtt109 Vps75 = inhibitors of Candida albicans Rtt109/Vps75 histone acetyltransferase; Q5AAJ8; purified Rtt109/Vps75, ThioGlo CoA-SH fluorescence, 4 h; inhibition, % at 34.9 µM; 330,000 tested, 0.16% active;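 active = inhibition of at least 50% in every replicate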
# Target sequence (Q5AAJ8 whole entry, looked up): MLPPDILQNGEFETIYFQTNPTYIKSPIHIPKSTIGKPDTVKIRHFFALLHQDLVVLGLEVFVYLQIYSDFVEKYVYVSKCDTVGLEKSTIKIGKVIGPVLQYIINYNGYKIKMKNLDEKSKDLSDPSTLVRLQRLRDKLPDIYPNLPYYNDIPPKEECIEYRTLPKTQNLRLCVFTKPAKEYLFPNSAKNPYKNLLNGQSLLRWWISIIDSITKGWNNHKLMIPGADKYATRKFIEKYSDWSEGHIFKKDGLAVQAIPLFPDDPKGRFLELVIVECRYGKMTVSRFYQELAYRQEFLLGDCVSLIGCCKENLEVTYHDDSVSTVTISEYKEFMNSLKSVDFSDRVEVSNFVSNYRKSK
# Tat export inh = blocks Tat-dependent protein export in E. coli. E. coli MC4100 TorA-mCherry Tat export, fluorescence. inhibition, % at 10 µM. 340,000 tested, 0.036% active;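 active = mean replicate inhibition at least 50% and at least half of replicates individually reaching 50%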;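 note: exported cargo escapes ClpAP degradation while cytoplasmic cargo is degraded and loses fluorescence; 0% = median of neutral control wells and 100% = median of NaSCN control wells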
# Active calls of the source: *; nt = no result given.
structure | MITF act | CAL PDZ FP-1 | CAL PDZ FP-2 | dFosB activator | cardiac RTF act | CDK5 inh | V-ATPase pH | Wnt act | Rtt109 Vps75 | Tat export inh
CCn1c(CNc2ccc(OC)cc2)nnc1SCC(=O)Nc1ccc(F)cc1 | -9 | 1 | -0.3 | -6 | -2 | -1.8 | -5 | -5 | 3 | 0
O=C1/C(=C\c2ccc3c(c2)OCO3)CCC/C1=C/c1ccc2c(c1)OCO2 | 1 | -1 | -0.1 | -19 | 9 | 1.9 | -1 | nt | -2 | 5
COc1ccc(CCN=C(C)c2cc(C)c(C)cc2O)cc1OC | -2 | 10 | -1.2 | -2 | -6 | -1.8 | 2 | -3 | -12 | -3
CC(=O)c1c(C)[nH]c(C(=O)N2CCN(c3cc(Cl)ccc3C)CC2)c1C | -30 | 0 | -1.5 | -6 | 0 | -0.7 | 1 | -9 | 7 | -4
CO[C@@H]1[C@@H](OC(N)=O)[C@@H](O)C(Oc2ccc3c(O)c(NC(=O)c4ccc(O)c(CC=C(C)C)c4)c(=O)oc3c2C)OC1(C)C (some centres not stated) | -2 | -4 | 0.2 | -5 | 1 | 0.7 | -1 | -4 | 24 | -27
COc1ccc(-c2c(C#N)c(N)nc3sc(C(=O)c4ccccc4)c(N)c23)cc1 | -6 | -2 | -0.6 | -3 | 19 | -1.7 | 6 | nt | -2 | -5
O=C(CSc1nnc(-c2ccccn2)n1-c1ccccc1)Nc1ccc2c(c1)OCO2 | 8 | -2 | -0.1 | 1 | 1 | -0.9 | 0 | nt | -14 | 4
CCC(C(=O)OC)n1cnc2c(oc3ccccc32)c1=O (configuration not stated) | 0 | 0 | -3.0 | 6 | -3 | -0.4 | -3 | 6 | 15 | -5
CN(C)c1ccc(C(=O)OCC(=O)N2CCCCCC2)cc1 | 64 | -3 | 0.5 | 1 | 1 | 0.2 | -4 | -2 | -2 | 0
O=C(CN1C(=O)NC2(CCCC2)C1=O)OCCOc1ccc(F)cc1 | 17 | -4 | -2.6 | 0 | 5 | 0.8 | 4 | -1 | 5 | 3
O=C(COc1ccc([N+](=O)[O-])cc1)N/N=C/c1cc([N+](=O)[O-])ccc1N1CCOCC1 | 11 | nt | -0.3 | -7 | -5 | 1.4 | 4 | -4 | 4 | 7
CCOC(=O)/C=C(\C)Nc1cc(C)nn1-c1ccccc1 | 5 | -2 | -0.4 | 6 | -4 | 0.9 | -2 | -5 | -7 | 5
COc1ccnc(Oc2cc(Cl)cc(Cl)c2)c1C#N | 0 | -1 | 0.4 | -2 | nt | -6.0 | 4 | -2 | 0 | 3
CC(=O)c1ccc([C@@H]2C[C@]34CN(Cc5cccc(C(F)(F)F)c5)S(=O)(=O)[C@H]3C[C@H]2O4)cc1 | -2 | -1 | -0.3 | 4 | 2 | 0.2 | -3 | -4 | -1 | -1
CCC(CC)C(=O)Nc1nnc(SCC(=O)NC2CC2)s1 | 7 | -4 | -2.9 | -1 | 5 | -0.2 | 3 | 0 | 1 | 2
Cc1cccc(NC(=O)CN2C(=O)S/C(=C\c3cccn3-c3cccc(C(=O)O)c3)C2=O)c1 | 9 | 1 | -4.6 | -12 | 0 | 0.4 | 2 | 0 | -5 | -2
CCc1ccc2c(c1)C1(NN=C(c3cccc4ccccc34)S1)C(=O)N2 (configuration not stated) | -50 | -1 | 0.0 | -9 | -4 | 1.7 | 2 | nt | 34 | 1
COc1cc(/C=C(\NC(C)=O)C(=O)NC(C)(C)CC(C)(C)C)ccc1OC(C)=O | 0 | nt | 0.1 | -8 | 2 | -7.1 | -3 | -1 | 2 | 7
c1ccc(COc2ccc(OCCOCCn3cncn3)cc2)cc1 | 63 | 1 | -2.5 | 2 | -3 | 1.4 | -2 | 16 | -8 | 6
O=C(c1ccc(Br)o1)N1CCC(Cc2ccccc2)CC1 | -5 | -8 | -1.2 | -10 | 5 | 1.4 | 1 | 0 | -11 | 15

# A few values from the entries so far.
# CN(C)c1ccc(C(=O)OCC(=O)N2CCCCCC2)cc1 | Rtt109 Vps75: -2
# COc1ccnc(Oc2cc(Cl)cc(Cl)c2)c1C#N | Tat export inh: 3

# (more compounds)
structure | MITF act | CAL PDZ FP-1 | CAL PDZ FP-2 | dFosB activator | cardiac RTF act | CDK5 inh | V-ATPase pH | Wnt act | Rtt109 Vps75 | Tat export inh
O=S(=O)(c1ccc(NC(=S)NCc2cccnc2)cc1)N1CCCCC1 | nt | nt | -0.5 | -5 | -1 | -1.0 | 2 | 47* | 5 | 0
O=C(N/N=C/c1ccco1)c1cc2ccccc2o1 | 19 | -3 | -1.6 | -9 | 1 | -1.2 | -5 | 6 | 5 | -9
CC1CCC/C(=N/Nc2nc3ccccc3s2)C1 (configuration not stated) | 28 | -5 | -0.1 | 4 | 3 | 0.0 | -3 | 21 | -2 | 0
Cc1ccc(C(=O)NN(CCC(=O)NC(C)(C)C)C2=NS(=O)(=O)c3ccccc32)cc1 | -19 | 0 | -0.8 | -3 | 14 | -1.6 | 3 | nt | -1 | 2
CC[C@@H](C)[C@H](NS(=O)(=O)c1ccc(C)cc1)C(=O)N1CCC(C(=O)NCC(=O)O)CC1 | -3 | 2 | -0.4 | -8 | -1 | 1.4 | -1 | nt | 11 | -4
CC[C@]12C(=O)N(C)C[C@H]([C@@H]3C(=O)N(Cc4ccccc4)C(=O)[C@@H]31)N2C(=O)c1ccc(F)cc1 | 5 | -3 | -0.1 | -16 | 1 | -4.0 | -4 | 0 | 3 | 7
COC(CSc1nc(N)c2c3c(sc2n1)CN(C)CC3)OC | 16 | -5 | -0.5 | -4 | -1 | 0.8 | -1 | 0 | nt | -7
O=C(NC1CCCC1)C1CCN(C(=O)NCc2ccccc2)CC1 | 3 | 1 | -1.6 | 2 | 3 | 0.8 | 6 | -1 | -10 | 0
O=C(COC(=O)CC1CC2CCC1C2)Nc1cccc(S(=O)(=O)NC2=NCCCCC2)c1 (configuration not stated) | -10 | -7 | -1.0 | -26 | 3 | -3.8 | -2 | -1 | 8 | 9
CCCNC(=O)/C=C/C(=O)O | 2 | -2 | -1.7 | 2 | -3 | 0.0 | 1 | -3 | -1 | 3
CC(C)NC(=O)C(=O)c1cn(C)c2ccccc12 | 3 | -3 | 0.2 | -14 | 4 | 0.0 | 4 | 1 | -2 | 2
CN(c1ccccc1)S(=O)(=O)c1cccc2ccccc12 | 2 | -3 | -1.4 | -12 | -9 | -0.3 | 1 | -2 | -5 | 1
O=C(O)C1CCN(S(=O)(=O)c2cccc3nsnc23)CC1 | 17 | 1 | -2.7 | 3 | -3 | -7.1 | -2 | -1 | -6 | -2
CC1CC2OC2CC1COC(=O)C1CC2OC2CC1C (configuration not stated) | -8 | nt | 0.0 | 5 | -3 | -0.8 | 2 | -2 | 10 | 6
COc1ccc(Nc2ccc(Nc3ccc(OC)cc3)nn2)cc1 | 13 | 3 | 0.8 | 0 | -4 | -0.6 | -2 | 2 | -26 | 2
C=C[C@]12CC[C@H](OC(C)=O)CC1=CCC1C2CC[C@@]2(C)C1CCC21OCCO1 (some centres not stated) | 4 | -6 | 0.2 | 1 | 9 | -1.4 | -1 | 0 | -3 | 8
Cc1ccc(C(C2C(=O)CC(C)(C)CC2=O)C2C(=O)CC(C)(C)CC2=O)s1 | -6 | -1 | -1.9 | -5 | -3 | -2.1 | 3 | nt | -13 | 20
CCCC1=[N+](CC(=O)c2ccc(C)cc2)CCn2cccc21 | -2 | -2 | -2.6 | 8 | 4 | 1.7 | -1 | nt | 23 | -22
COc1ccc(NC(=O)CSc2cc(C(=O)c3nccn3C)c3ccccc3n2)cc1 | -17 | -4 | nt | 0 | 0 | 1.7 | 4 | -14 | -5 | -10
CN(Cc1cn(C)nc1-c1ccc(Oc2ccccc2)cc1)CC1COCCO1 (configuration not stated) | 9 | 3 | -0.3 | -2 | 1 | 2.1 | 2 | 3 | 4 | -7

# Later entries:
# Each structure is followed by: MITF act, CAL PDZ FP-1, CAL PDZ FP-2, dFosB activator, cardiac RTF act, CDK5 inh, V-ATPase pH, Wnt act, Rtt109 Vps75, Tat export inh
O=c1[nH]c(CSc2ncn[nH]2)nc2ccccc12
→ -9, 1, 1.2, 2, -2, 0.4, -2, 3, 0, 4
Cc1ccc(-c2nc3ccccc3[nH]c2=O)cc1
→ 73, -1, -1.0, -1, 6, -1.7, 0, -4, -12, 22
O=C(NC(=S)NCC1CCCO1)c1ccccc1 (configuration not stated)
→ 11, -4, -0.9, -3, 15, -3.3, -1, 0, 4, 9
O=[N+]([O-])c1cccc(-c2cc(C(F)(F)F)n3nc(-c4ccccc4)cc3n2)c1
→ 0, nt, -0.3, -4, 3, 1.4, 11, -1, 2, 7
Cc1cc(-c2ccccc2)nn1-c1nc2c(c(=O)[nH]c(=O)n2C)n1C
→ -3, -1, 1.4, 2, -3, -0.3, -3, nt, -4, 4
Oc1c(C(c2ccc(Cl)cc2)N2CCCC2)cc(Cl)c2cccnc12 (configuration not stated)
→ -37, -2, -0.3, -7, 6, 0.8, -3, -2, 3, -3
O=C(CN1CCCCC1)N/N=C/c1cc2ccccc2nc1Cl
→ 31, 0, -2.8, -19, 7, 0.9, -1, -1, -1, -15
O=S(=O)(NCc1ccco1)c1cccc(S(=O)(=O)N2CCCCC2)c1
→ -2, -1, -0.4, -4, -6, 0.6, 4, -3, 0, 0
Cc1ccc(C(=O)N/C(=C/c2ccc(-c3ccc([N+](=O)[O-])cc3)o2)C(=O)NCCCN(C)C)cc1
→ nt, 29, -0.8, 9, 20, 2.1, -5, 7, -4, 2
c1csc(CNCCN2CCOCC2)c1
→ -3, -1, -1.2, -4, 7, -1.3, -2, nt, 22, 1

# (listing goes on)
# Each structure is followed by: MITF act, CAL PDZ FP-1, CAL PDZ FP-2, dFosB activator, cardiac RTF act, CDK5 inh, V-ATPase pH, Wnt act, Rtt109 Vps75, Tat export inh
COc1cc(C(=O)NCC(=O)N/N=C/c2c(C)[nH]c3ccccc23)cc(OC)c1OC
→ nt, 3, -0.7, -8, -6, 0.8, 1, -2, 1, -2
O=C1NCC(O)=C1C=NCCCO
→ 4, -3, -2.6, -1, 7, -0.6, 0, 7, -11, -3
CCOc1ccc(NS(=O)(=O)c2ccc(C(=O)N3CCN(C(C)=O)CC3)cc2)cc1
→ -3, -3, -1.7, -9, -1, -0.5, -4, -1, -3, 2
CC(C)n1c(/N=C/c2ccccc2O)nc2ccccc21
→ -11, nt, -0.4, -5, -1, 0.5, 0, 0, -15, -4
Cc1nnc(SCc2nc3ccccc3[nH]2)s1
→ 5, 1, 0.2, -12, 3, -2.0, 3, nt, 1, -6
CCOC(=O)c1cc(CC)sc1NC(=O)c1ccc(N2CCOCC2)c([N+](=O)[O-])c1
→ 13, 0, -0.3, -3, 8, 1.9, 5, -1, -4, 1
O=C(CSc1nc2ccccc2c(=O)[nH]1)Nc1ccc(S(=O)(=O)N2CCCC2)cc1
→ 0, -4, -1.1, -11, -1, 0.6, -3, nt, -16, 13
O=c1[nH]c(Cc2ccccn2)nc2scc(-c3ccccc3Cl)c12
→ 2, 1, -2.0, 3, 3, 0.2, 0, -3, 6, -6
Cc1cc(C)cc(NS(=O)(=O)c2ccc(NC(=O)C3CCCCC3C(=O)O)cc2)c1 (configuration not stated)
→ 6, -3, -0.4, -2, -2, -1.2, 5, -1, -5, 11

# 3 compounds already listed, sorted by the number in Rtt109 Vps75, high to low:
compound	Rtt109 Vps75
O=C(COC(=O)CC1CC2CCC1C2)Nc1cccc(S(=O)(=O)NC2=NCCCCC2)c1 (configuration not stated)	8
CCCNC(=O)/C=C/C(=O)O	-1
CCOC(=O)c1cc(CC)sc1NC(=O)c1ccc(N2CCOCC2)c([N+](=O)[O-])c1	-4
